# Screening data: PubChem, Sanford-Burnham Center for Chemical Genomics
# APJ agonist = APJ receptor agonism; P35414; CHO-K1 APJ PathHunter beta-arrestin, luminescence; 0% DMSO wells, 100% apelin; activation, % at 20 µM; actives 0.11% (n = 330,000); AID 2520;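 active = activation more than six SD over the plate average, tested at 20 µM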;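 note: 0% = DMSO alone and 100% = apelin-13 at 10 nM; some results filed as inactive read as strong as hits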
# Target sequence (P35414 whole entry, looked up): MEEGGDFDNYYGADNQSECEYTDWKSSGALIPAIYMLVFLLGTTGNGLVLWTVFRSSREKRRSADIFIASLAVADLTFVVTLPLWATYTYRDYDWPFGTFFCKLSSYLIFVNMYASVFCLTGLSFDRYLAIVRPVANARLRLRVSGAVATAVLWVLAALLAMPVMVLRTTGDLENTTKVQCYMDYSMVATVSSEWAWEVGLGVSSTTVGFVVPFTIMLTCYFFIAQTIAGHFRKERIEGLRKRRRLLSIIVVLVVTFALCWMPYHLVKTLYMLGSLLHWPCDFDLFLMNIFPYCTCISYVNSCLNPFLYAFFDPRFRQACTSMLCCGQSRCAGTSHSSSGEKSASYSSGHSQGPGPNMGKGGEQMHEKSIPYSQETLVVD
#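 Material: engineered CHO-K1 APJ arrestin reporter cells; amount: 1000 CHO-K1 reporter cells seeded per well; incubation: compound stimulation 90 min at 25 °C, detection 60 min; signal: luminescent beta-gal fragment complementation, chemiluminescent substrate; read-out basis: APJ agonist activity; controls: DMSO-only wells as negative, 10 nM Apelin-13 as positive control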
# GRIN3A LBD mod = modulators (binders) of human NR3A ligand-binding domain | NR3A LBD differential scanning fluorimetry, Tm shift; 0% = protein alone, 100% = glycine-bound protein | Tm shift relative to glycine control, % at 25 µM | actives 2.5% (n = 340,000) | AID 1259313;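 active = melting temperature shift of at least 10% of the positive control shift, at one fixed dose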
# tim23-1 inh = inhibits growth of tim23-1 mutant yeast; actives 1.3% (n = 330,000); inhibition, % at 20 µM; S. cerevisiae tim23-1 growth, BacTiter-Glo luminescence, 24 h;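 active = growth inhibition of the mutant yeast at or above 50%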;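 note: temperature-sensitive mutant grown at 25 °C; plate controls were DMSO-treated mutant yeast for no effect and medium wells lacking yeast for full effect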
# UPR XBP1 act = activators of adaptive arm of unfolded protein response (XBP1). CHO-XBP1 luciferase reporter, IRE1-XBP1 UPR activation, luminescence; percent of tunicamycin response, DMSO as zero. activation, % at 20 µM. actives 0.33% (n = 330,000). AID 463104;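 active = versus positive control, 20 µM dose yields 30% or more activation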;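 note: 100% = tunicamycin at 10 µg/mL and 0% = DMSO only wells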
#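 incubation = overnight seeding at 37 °C, 6 h compound treatment at 37 °C | assay system = CHO-XBP1 cells stably carrying IRE1-XBP1-driven luciferase reporter | input = 1000 cells per well | detection = luciferase luminescence | dosing = single point, 20 µM final compound, 1% DMSO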
# TIM10 inh = growth inhibitors of TIM10 yeast strain; S. cerevisiae TIM10 strain growth, BacTiter-Glo luminescence, 24 h; inhibition, % at 10 µM; actives 1.4% (n = 330,000);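 active = inhibition of 40% or more at the single tested concentration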;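 note: wild-type TIM10 isogenic control strain grown at permissive 25 °C; 0% = DMSO yeast wells and 100% = minimal medium wells without yeast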
# tim10-1 inh = growth inhibitors of tim10-1 mutant yeast | actives 2.2% (n = 330,000) | S. cerevisiae tim10-1 ts strain growth, BacTiter-Glo, 24 h | AID 463190 | inhibition, % at 20 µM;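 active = inhibition of at least 40%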;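 note: mutant grown at 25 °C; 0% = DMSO wells with yeast and 100% = wells holding no yeast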
# Mdm2-MdmX inh = inhibitors of human Mdm2/MdmX interaction; O15151+Q00987; SaOS-2 split-luciferase Mdm2/MdmX complementation, luminescence; inhibition, % at 8 µM; actives 3% (n = 330,000); AID 485346;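 active = inhibition of at least 50% at 8 µM in the primary screen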
# CHOP UPR activ = activators of apoptotic arm of unfolded protein response (CHOP) | activation, % at 10 µM | actives 0.34% (n = 330,000) | AID 449763 | CHO-CHOP luciferase reporter, UPR activation, luminescence; percent of tunicamycin response over DMSO baseline;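 active = at 10 µM dose, activation of 40% or more, normalized to positive control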;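 note: 100% = tunicamycin at 10 µg/mL and 0% = DMSO alone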
#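 Assay system: CHO-CHOP cells, stable luciferase reporter of PERK-eIF2a-CHOP signalling / Buffer or medium: F12 plus 10% serum / Compound dosing: one dose, 10 µM in 0.5% DMSO / Times: 6 h compound treatment, 37 °C / Technique: luciferase luminescence / Read-out: % reporter activation, DMSO baseline versus tunicamycin full activation / Benchmarks: tunicamycin and DMSO controls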
# NALP3 yeast inh = inhibitors of NALP3 inflammasome in yeast; actives 0.39% (n = 330,000); Yeast reconstituted NLRP3/ASC/caspase-1, beta-gal luminescence, 24 h; inhibition, % at 10 µM;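 active = inhibition of 50% or more; inactive = inhibition below 50%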;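 note: plate controls were induced DMSO wells for no effect and uninduced yeast grown without galactose for full effect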
# * marks the source's active call; other numbers are inactive results. The order is random, and some 8.2% of all compounds hit somewhere here.
Compound,APJ agonist,GRIN3A LBD mod,tim23-1 inh,UPR XBP1 act,TIM10 inh,tim10-1 inh,Mdm2-MdmX inh,CHOP UPR activ,NALP3 yeast inh
Cc1csc(SCC(=O)Nc2sccc2C(N)=O)n1,-1.0,-4.0,21.4,1.1,-0.3,-5.0,-11.4,3.4,0.9
O=C(CSC1=Nc2ccccc2C2=NC(CC(=O)NC3CCCCC3)C(=O)N12)NCc1ccco1 (centres undefined),-3.7,-1.3,12.9,-1.5,-21.1,20.5,11.0,-0.2,13.0
COc1cccc(CC2(CO)CCCN(Cc3cn[nH]c3C3CCCCC3)C2)c1 (centres undefined),-1.9,-6.3,1.4,-4.8,-9.5,0.5,7.0,0.6,4.0
O=C(O)c1cc2nccc(-c3ccc(F)cc3)n2n1,-2.7,-0.4,6.7,-2.0,-4.2,7.0,-14.8,-0.5,-24.2
Cc1cc(NC(=O)CN(C)C)c([N+](=O)[O-])cc1C,-3.4,0.2,1.4,-0.1,-9.0,6.8,11.0,-2.7,18.4
N#C/C(C(=O)NCc1ccccc1)=C1/N=C(NC(=O)c2cccs2)c2ccccc21,-0.3,-10.2,25.3,-5.8,16.8,20.6,43.8,0.9,-13.4
Cc1ccc(C(=O)Nc2ccc(N3CCN(C)CC3)nc2)cc1,-2.8,-0.4,1.1,-0.2,-0.3,6.3,-43.1,2.6,7.7
O=C(NCCC1=CCCCC1)C1CCN(c2nc3ccccc3o2)CC1,2.0,1.9,18.5,0.4,23.5,27.7,19.0,-0.2,42.9
CCCc1nnc(NC(=O)CCC(=O)N2CCN(Cc3ccc(C)cc3C)CC2)s1,4.7,-1.1,18.2,2.1,21.2,21.8,30.7,1.2,-7.2
CNS(=O)(=O)c1cccc(C(=O)NCC(C)(C)N2CCCCC2)c1,-2.0,-2.4,2.5,-1.7,14.4,-4.3,-10.5,-1.5,-10.1
Cc1ccc(C(=O)CCS(=O)(=O)c2ccc(Br)cc2)cc1,-4.6,2.5,17.2,-1.0,10.8,7.4,2.1,-0.5,14.1
CC12CCC(C(=O)O)(c3nc4cc([N+](=O)[O-])ccc4nc31)C2(C)C (centres undefined),-1.5,2.4,-3.8,-1.1,-5.6,13.7,26.2,0.7,-1.3
COc1cc(CN(C)CC2CCCN(CCc3ccc(F)cc3)C2)c(Cl)cc1O (centres undefined),-2.8,-1.2,12.8,-4.5,7.7,12.6,10.9,-0.1,-74.8
CNC(=S)Nc1cccc(S(=O)(=O)NCc2ccco2)c1,-2.0,1.8,1.7,-3.6,-6.6,-2.0,25.4,0.4,9.7
Cn1cnnc1SCc1ccc(C(=O)O)cc1,-2.0,-0.2,-2.9,4.1,-6.8,11.0,8.7,-2.5,4.8
Cc1ccc(NC(=O)CS(=O)CC(=O)N(c2ccccc2)C(C)C(=O)NC2CCCC2)cc1 (centres undefined),-1.4,0.1,9.2,-1.0,-3.0,4.0,10.1,-1.8,8.3
COc1ccc(/C=N/NC(=O)CCn2nnc3ccccc32)cc1,-0.8,2.0,17.8,2.4,7.9,3.3,4.9,4.7,11.8
O=c1c2c3c(sc2nc(N2CCNCC2)n1CCc1ccccc1)CCCCC3,-2.4,1.2,18.4,-0.2,21.3,12.0,47.3,2.2,6.8
Nc1nc2c(s1)CC(c1ccccc1)CC2 (centres undefined),0.7,-1.9,18.5,-0.9,14.9,26.2,11.8,1.6,26.1
CC(=O)Nc1ccc(C(=O)Nc2nnc(CCc3ccccc3)s2)cc1,1.8,3.6,0.0,-3.0,-9.3,-5.2,-16.2,-3.4,12.8
CCOC(=O)c1oc2nc(CC(C)C)c3c(c2c1N)CCC3,-4.4,-1.1,45.6,1.1,37.7,40.4*,-15.4,1.3,-6.7
Cc1ccc(S(=O)(=O)N2CCN(C(=O)c3cc(=O)c4ccccc4o3)CC2)cc1,-1.9,-0.2,7.8,1.1,4.5,29.1,0.5,-0.1,-13.2
CCCCn1c(N)c(N(CCC(C)C)C(=O)CC2CCCCC2)c(=O)[nH]c1=O,-3.8,-0.1,20.2,-1.7,10.7,16.9,6.3,1.9,8.7
COc1cccc(CN(C)Cc2c(O)ccc3ccccc23)c1,-0.2,-1.7,10.7,-1.2,3.4,0.4,12.9,4.0,7.8
CCCc1cc(C(=O)Cc2ccc(F)cc2)c(O)cc1O,5.9,8.9,37.3,0.7,26.1,28.6,35.8,-1.2,16.5
O=C(NCc1ccc2c(c1)OCO2)c1nn2cccnc2c1Cl,0.0,0.5,11.3,-3.8,8.5,7.0,-7.6,0.6,12.1
CN(CC(=O)Nc1sc2c(c1C#N)CCCCC2)Cc1nc2ccccc2c(=O)[nH]1,-3.9,-4.6,13.0,-0.3,19.3,28.8,11.9,2.6,0.2
CC(C)(C)OC(=O)N1CCC[C@H]1C(=O)N/N=C/c1ccc2nccnc2c1,-3.5,-0.6,3.2,-1.1,6.0,3.3,-5.1,0.8,-12.8
CCn1c(CN2CCN(c3ccc(Cl)cc3)CC2)nc2ccccc21,3.0,1.1,36.5,6.2,35.7,52.4*,26.5,-0.5,17.9
O=C(NC(=S)Nc1ccc(N2CCOCC2)cc1)c1cccc(Cl)c1Cl,-0.8,1.5,-16.5,-2.9,-1.3,-7.0,17.5,2.1,9.5
COc1ccc(C)cc1NC(=O)C(OC(=O)c1cnc(C)cn1)c1ccccc1 (centres undefined),3.1,3.9,5.7,1.0,-9.8,4.1,27.5,-0.9,10.3
O=C(/C=C/c1ccc(Cl)cc1Cl)N(Cc1ccc(Cl)cc1)C1CCS(=O)(=O)C1 (centres undefined),-1.2,-6.8,-4.5,-3.0,19.0,-4.2,45.1,0.6,8.7
CCCC(=O)NCCc1cc(OC)c(OC)cc1Br,-2.0,1.6,-0.3,-0.9,-8.8,17.6,-18.6,-2.6,0.4
CCC(=O)N1c2ccc(S(=O)(=O)CCC(=O)N3CCN(c4ccccc4)CC3)cc2CC1C (centres undefined),1.3,-2.5,11.8,0.9,12.9,28.9,16.3,-0.5,17.7
COCCNC(=O)C(c1cccs1)N(C(=O)Cn1nnc2ccccc21)c1ccccc1 (centres undefined),5.8,2.1,15.2,2.8,13.3,4.0,-20.7,1.4,17.4
O=C(NCC1CC1)c1cccc2c1C(=O)c1ccc(-c3ccc(OC(F)(F)F)cc3)cc1S2(=O)=O,14.4,-7.5,-15.2,40.6*,-6.4,-8.1,66.4*,20.5,7.4
CC(=O)Nc1nnc(CSCc2ccccc2F)s1,-4.0,1.2,11.4,-0.1,-6.3,12.6,9.4,1.0,-1.1
Oc1ccc(Cl)cc1C(C#Cc1ccccc1)N1CCOCC1 (centres undefined),-4.8,-8.2,24.0,-3.2,10.4,15.6,19.2,-2.3,-7.3
Cc1ccc2[nH]c(C(=O)N3CCOCC3)cc2c1,-1.3,-1.7,5.5,-3.4,4.0,-16.6,-4.4,0.4,12.1
COc1ccc(S(=O)(=O)Nc2ccccc2OC)cc1C,-0.5,0.5,6.2,-2.7,-11.3,-35.0,-5.9,0.6,-10.7
CC(C)Oc1nc(-c2ccccc2O)nc2ccccc12,-4.7,1.2,-3.8,-0.1,-24.0,17.1,-6.4,-1.2,7.0
Cc1csc(NC(=O)c2cc(C)nc3ccccc23)n1,0.3,-1.1,5.0,-1.8,-14.0,13.0,13.2,-0.6,-2.8
CCn1c(C)cc(/C=C2\SC(=O)N(CC(=O)Nc3ccc(C)c(C)c3)C2=O)c1C,-7.3,-1.8,1.7,0.1,4.3,10.2,35.5,1.8,-2.3
O=C(c1ccc2nc[nH]c2c1)N1CCN(c2ncc(C(F)(F)F)cc2Cl)CC1,0.7,4.6,42.5,-6.7,17.7,36.2,12.6,1.4,5.0
O=C(/C=C/c1ccccc1)Nc1ccc(C(=O)N2CCCCC2)cc1,0.7,-43.0,17.0,-1.0,47.9*,34.1,-5.4,3.3,17.8
Cc1cc(C)n2nc(-c3sccc3-n3c(C)ccc3C)cc2n1,-3.0,-8.1,17.6,2.2,11.9,25.1,-31.8,-0.2,23.9
CCCCc1nc2cc(C(=O)N3CCC(O)CC3)ccc2o1,-1.6,-0.3,-3.8,-4.0,4.2,8.5,-26.1,1.5,2.3
O=C(Nc1ccc2c(c1)OCO2)Nc1ccc(Cl)cc1Cl,-3.1,34.2*,0.1,4.5,-6.3,9.8,-12.4,2.8,14.0
COc1ccc(/C=N/NC(=O)CCn2nc(C)cc2C)cc1O,-2.1,-2.6,14.0,-0.3,-2.1,1.6,-17.4,1.0,0.1
O=C(CSCc1ccccc1Cl)NCCSc1ccccn1,-3.5,-0.5,26.3,3.0,15.3,-2.9,-25.6,1.6,18.2

# More entries
Compound,APJ agonist,GRIN3A LBD mod,tim23-1 inh,UPR XBP1 act,TIM10 inh,tim10-1 inh,Mdm2-MdmX inh,CHOP UPR activ,NALP3 yeast inh
Cc1cc(NC(=O)CN2C(=O)CCSc3ccccc32)no1,-2.9,-1.5,13.1,-3.0,8.1,18.3,4.2,-1.2,4.6
Cn1c(SCc2ccc([N+](=O)[O-])cc2)nnc1-c1cccnc1,-0.3,-18.7,8.1,-2.4,4.7,7.6,-13.5,-1.0,23.6
Cn1c(=O)c(=O)n(C)c2cc(N3CCCCC3)c(NS(=O)(=O)c3ccc(Br)cc3)cc21,-1.4,-2.6,2.3,-1.2,11.2,0.7,-19.1,2.5,3.2
COc1ccc(Nc2nc(N)nc(CCl)n2)cc1,-1.7,1.5,7.3,-3.0,20.9,9.0,87.0*,12.2,-0.9
CCOc1ccc(OCCOc2ccc(/C=C/C(=O)O)cc2OCC)cc1,0.8,-1.3,4.6,-5.3,-9.5,-8.2,29.5,-0.3,21.0
COc1c(Cl)cc(Cl)cc1C(=O)Nc1ccc(CN2CCOCC2)cc1,-4.4,2.5,-2.6,1.8,-48.4,-43.1,-34.8,2.3,-7.0

# 4 records drawn at random from those above, as already listed:
Compound,APJ agonist,GRIN3A LBD mod,tim23-1 inh,UPR XBP1 act,TIM10 inh,tim10-1 inh,Mdm2-MdmX inh,CHOP UPR activ,NALP3 yeast inh
CCOc1ccc(OCCOc2ccc(/C=C/C(=O)O)cc2OCC)cc1,0.8,-1.3,4.6,-5.3,-9.5,-8.2,29.5,-0.3,21.0
Cn1c(SCc2ccc([N+](=O)[O-])cc2)nnc1-c1cccnc1,-0.3,-18.7,8.1,-2.4,4.7,7.6,-13.5,-1.0,23.6
COc1c(Cl)cc(Cl)cc1C(=O)Nc1ccc(CN2CCOCC2)cc1,-4.4,2.5,-2.6,1.8,-48.4,-43.1,-34.8,2.3,-7.0
Cc1cc(NC(=O)CN2C(=O)CCSc3ccccc32)no1,-2.9,-1.5,13.1,-3.0,8.1,18.3,4.2,-1.2,4.6
